CD40 NFkB inh = CD40 pathway inhibition in BL2 cells; BL2 NF-kB luciferase reporter, CD40L-induced, 4 h; inhibition, % at 10 µM; hit rate 0.94% among 83,000;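 active = mean inhibition of at least 50% with a set share of replicates also reaching that level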;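 note: 0% = neutral control wells and 100% = IKK inhibitor VII at 50 µM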
* hit, by the source's call; [ ] = remark or other dose. An excerpt. The share of hits here may be higher or lower than overall.

SMILES	CD40 NFkB inh
C[C@H](CO)N1C[C@H](C)[C@@H](CN(C)C(=O)Nc2ccc(N3CCN(C)CC3)cc2)OCc2cnnn2CCCC1=O	4.3
COc1ccc(S(=O)(=O)Nc2ccc3c(c2)CC(=O)N([C@@H](C)CO)C[C@H](C)[C@H](CN(C)C(=O)Nc2c(C)noc2C)O3)cc1	-1.9[25 µM]
Cn1c(CCCCCN)nc2ccccc21	7.0
FC(F)(F)c1nc2nc(Cl)c(Cl)nc2n1CCCN1CCOCC1	13.3
CCOc1ccc(S(=O)(=O)NN)cc1	3.8
CCOC(=O)C1CCCN(c2oc(-c3ccc(OC)cc3)nc2C#N)C1 (configuration not stated)	9.0
CC(C)n1ncc2c(C(=O)NCCc3ccc(S(N)(=O)=O)cc3)cc(C3CC3)nc21	-0.1
O=S(=O)(c1ccc(-c2ccccc2)cc1)N1[C@@H]2CNC[C@H]1C2c1ccc(-c2ccccc2)cc1 (some centres not stated)	-2.6
O=C1c2ccccc2C(=O)c2c(NCc3cccnc3)cccc21	-13.4
COc1ccc(C(=O)OCC(=O)N(Cc2ccccc2)Cc2ccccc2)c(O)c1	-3.6
c1ccc(-c2nnc(OCC3CCCO3)c3ccccc23)cc1 (configuration not stated)	0.1
CCN(c1ccccc1)S(=O)(=O)c1cccc(C(=O)NCc2cccnc2)c1	12.4
COc1cccc(NC(=O)Nc2ccc3c(c2)C(=O)N(C)C[C@H](OC)[C@@H](C)CN(CC2CC2)[C@H](C)CO3)c1	-4.4[25 µM]
O=C(Nc1ccc(Cl)c(S(=O)(=O)N2CCOCC2)c1)C1=NN(c2ccccc2)C(=O)CC1	2.3
COc1ccccc1CNC(=O)C(=O)NCCC1CCCCN1S(=O)(=O)c1cccs1 (configuration not stated)	-6.8
COCC(=O)NCCc1ccc(S(N)(=O)=O)cc1	2.5
O=S(=O)(Cc1cc(NCc2ccccc2)nc(-c2ccncc2)n1)c1ccccc1	13.5
COC(=O)c1sc2nc(C)c([N+](=O)[O-])c(C)c2c1N	-29.9
O=C(C[C@H]1C[C@H]2c3cc(NC(=O)C4CCOCC4)ccc3O[C@H]2[C@H](CO)O1)NC1CCCC1	3.7
O=C(Nc1ccc(N2CCN(C(=O)c3ccco3)CC2)cc1)c1cccs1	-23.9
COc1ccc(C)cc1S(=O)(=O)Nc1ccc(-n2c(C)nc3ccccc3c2=O)cc1	2.7
CCCC(=O)NCc1ccccc1Cl	4.7
CS(=O)(=O)N1Cc2ccccc2CC1C(=O)O (configuration not stated)	12.2
Cc1cccc(NC(=S)NC2CC3CCCC(C2)N3Cc2ccccc2)c1C (configuration not stated)	2.5
O=C(CN1N=C(c2ccc(Cl)cc2)CCC1=O)NCCN1CCc2ccccc2C1	3.7

Brought forward from above: 3 entries; new compounds follow.
SMILES	CD40 NFkB inh
CS(=O)(=O)N1Cc2ccccc2CC1C(=O)O (configuration not stated)	12.2
Cc1cccc(NC(=S)NC2CC3CCCC(C2)N3Cc2ccccc2)c1C (configuration not stated)	2.5
O=C(CN1N=C(c2ccc(Cl)cc2)CCC1=O)NCCN1CCc2ccccc2C1	3.7
COc1ccc(C(=O)N2C[C@H]3[C@@H](c4ccccc42)[C@H](CO)N3Cc2ccc3c(c2)OCO3)cc1	2.0[25 µM]
CCC(=O)N1C[C@@H](O)COC[C@@H]2O[C@@H](CC(=O)NC)CC[C@H]21	-0.2[25 µM]
CN(C)C(=O)C[C@@H]1C[C@H]2c3cc(NC(=O)Nc4ccc(F)cc4)ccc3O[C@H]2[C@H](CO)O1	5.3[25 µM]
O=C(NCCCc1ccccc1)N1CCOCC1	-13.9
Cc1cnc(C)c(N2CCN(Cc3nc(-c4ccccc4)no3)CC2)n1	2.5
CC(=O)Nc1cccc(C(=O)NC2CCCc3c2cnn3-c2ccccc2F)c1 (configuration not stated)	-3.2
CCNC(=S)N/N=C/c1ccccc1[N+](=O)[O-]	-44.4
O=C(O)c1cccc(-c2ccccc2)c1O	-3.6
O=C(NCc1ccco1)c1nnc(Cc2ccc(Cl)cc2)o1	6.2
COc1ccccc1-c1ccc([C@H]2[C@@H](CO)N(C(=O)NC(C)C)[C@H]2C#N)cc1	-38.6
CC(=O)Nc1ccc(S(=O)(=O)NCC(=O)OCC(=O)NCc2ccc3c(c2)OCO3)cc1	3.6
CCOc1ccc(OCCC(=O)N2CCN(S(=O)(=O)c3ccc(F)cc3)CC2)cc1	9.5
CO[C@H](CN(C)S(=O)(=O)c1ccc(F)cc1)[C@H](C)CN(C(=O)Nc1ccccc1F)[C@@H](C)CO	-18.6
CN(Cc1ccon1)C(=O)CC1C(=O)NCCN1Cc1cccc(Oc2ccccc2)c1 (configuration not stated)	2.1
COc1ccccc1C(=O)NCC(=O)NCCC(c1ccccc1)c1ccccc1	0.0
COc1ccc(/C=C/C(=O)Nc2cc(S(=O)(=O)N3CCOCC3)ccc2N2CCCC2)cc1OC	6.4
CCOC(=O)c1c(-c2ccc(C)o2)csc1NC(=O)CN1CCCCC1	62.6*
CN1CCN(c2ccc(S(=O)(=O)N3CCCCC3)cc2NC(=O)Cc2c(F)cccc2Cl)CC1	4.8
CCc1nc2ccc(C(=O)Nc3cccc(OCC(=O)N(C)C)c3)cn2c1N(C)Cc1cc2ccccc2s1	8.5
CCNC(=O)C1(C)CCCN(C(=O)c2ccc(F)c(C)c2)C1 (configuration not stated)	-4.8
CCOc1ccc(S(=O)(=O)N(C)c2ccc(OCC(=O)Nc3nccs3)cc2)cc1	2.9
O=C(c1ccc(Cl)cc1)N1CCC(O)(CSc2ccccc2)CC1	6.8
C[C@H]1CN([C@@H](C)CO)C(=O)c2cc(-c3ccccc3)cnc2O[C@@H]1CN(C)C(=O)Nc1ccc2c(c1)OCO2	-18.1[25 µM]
Cc1cc(C)nc(NC(=O)c2cc3ccccc3o2)n1	-16.4
O=C(Nc1ccccc1)Nc1ccc2ccccc2n1	-1.5

Entries listed so far printed as active in CD40 NFkB inh.
SMILES	CD40 NFkB inh
CCOC(=O)c1c(-c2ccc(C)o2)csc1NC(=O)CN1CCCCC1	62.6*

Going on with the list:
SMILES	CD40 NFkB inh
Cc1ccc(C(=O)Nc2cc(C(F)(F)F)ccc2-n2cncn2)o1	5.4
CN(C(=O)CSc1nnc(-c2ccco2)n1C)C1CCCCC1	-1.9
C/C=C/c1ccc2c(c1)[C@H]1[C@H](CCN1C(=O)C1CCCC1)[C@@H](CO)N2	5.1[25 µM]
O=C(C[C@@H]1CC[C@@H]2[C@H](COC[C@@H](O)CN2Cc2nccs2)O1)NCc1ccccc1Cl	-9.7[25 µM]
CC(C(=O)NCC1CCCCC1)N1CCN(S(=O)(=O)/C=C/c2ccccc2)CC1 (configuration not stated)	3.3
COc1ccc2sc(N(CCCN(C)C)C(=O)c3ccc(S(=O)(=O)N(C)C4CCCCC4)cc3)nc2c1	17.0
CC1(C(=O)O)CCC(C(=O)Nc2ccc3ccccc3c2)C1(C)C (configuration not stated)	2.2
CSCC[C@H](Nc1ncnc2sc(C)c(C)c12)C(=O)O	-0.8
N#C[C@H]1[C@@H](c2ccc(/C=C/c3ccccc3)cc2)[C@@H](CO)N1C(=O)C1CC1	6.4
CC=Cc1ccc2n(c1=O)C[C@@H]1[C@@H](CO)[C@H](C(=O)NCC)[C@H]2N1C(C)=O (mixture of isomers)	7.8[25 µM]
CSc1nc(C2CC2)cc(-c2cccs2)c1C#N	2.6
COc1ccc(-c2ccccc2[C@@H]2[C@@H](C#N)N(C(=O)NC3CCCCC3)[C@H]2CO)cc1	12.7[25 µM]
O=C(COc1ccccc1)NCC(=O)N1CCCC(C(F)(F)F)C1 (configuration not stated)	2.8
COc1cccc(NC(=O)c2ccn(C)n2)c1	-111.6
CN1C(=O)c2cc(NC(=O)c3ccc(F)c(F)c3)ccc2OC[C@@H]2O[C@H](CC(=O)N3CCCCC3)CC[C@H]21	-10.3[25 µM]
CCN(CCO)c1cc(Cl)nc(SC)n1	8.5
CN1CCN(C(=O)CC2C(=O)NCCN2Cc2ccc(-c3ccccc3)cc2)CC1 (configuration not stated)	5.5
COC(=O)CCC(=O)NNC(=O)c1ccc([N+](=O)[O-])cc1	2.4
CCCCNC(=O)OCCNC(=O)Oc1cccc(C)c1	6.6
COc1cc(C)ccc1OCC(=O)OCC(=O)c1ccc[nH]1	1.2
CCc1cnc(N2[C@H](C#N)[C@H](c3ccc(C4=CCCCC4)cc3)[C@H]2CO)s1	8.5[25 µM]
c1csc(-c2nc(NCCCN3CCOCC3)c3ccccc3n2)c1	-14.0
Cc1ccc(-c2ccccc2[C@H]2[C@@H](C#N)N(c3ncc(-c4ccccc4)s3)[C@H]2CO)cc1	-6.7[25 µM]
COC1CCN(C(=O)c2ccc(OC3CCN(Cc4ccccn4)CC3)cc2)CC1	-4.2
CCc1nc(N2[C@@H](C#N)[C@@H](c3ccccc3-c3ccccc3C)[C@@H]2CO)sc1C	-5.7[25 µM]
(more compounds)
SMILES	CD40 NFkB inh
CCCC#Cc1ccc([C@@H]2[C@@H](CO)N3CCCCN(S(C)(=O)=O)C[C@H]23)cc1	2.7[25 µM]
CCC12OC(=N)C(C#N)(C1C)C(C#N)(C#N)C(c1ccccc1)O2 (configuration not stated)	2.9
COc1ccc(N=C2SCC(c3ccccc3)=NN2C)cc1	-10.0
N#CCCn1cc(C(=O)O)c(-c2cc3ccccc3o2)n1	15.7
NC(=S)NN=C1CCCCCCCCCC1	-23.8
O=C(Nc1ccccc1)c1ccccc1C(=O)N1CCCCC1	8.8
CCCCNc1nc2ccccc2n1CC(=O)Nc1ccc2c(c1)OCCO2	-1.5
CC12CC3CC(C)(C1)CC(Nc1nc(N4CCOCC4)nc4ccccc14)(C3)C2	15.8
CS(=O)(=O)Cc1ccc(C(=O)NC2CCN(Cc3ccccc3)C2)cc1 (configuration not stated)	2.3
Cc1ccc2oc(-c3cccc(NC(=O)c4ccccn4)c3)nc2c1	-66.0
CC(C)[C@@H]1C(=O)N[C@H](c2ccc3c(c2)OCO3)CC=CC[C@@H](C)Oc2ccccc2C(=O)N1C (mixture of isomers)	-1.3
O=C(COC(=O)CCC(=O)c1cccs1)NC1CC1	-2.0
Cc1noc(C)c1NC(=O)N(C)C[C@@H]1Oc2ccc(NC(=O)CCCN(C)C)cc2C(=O)N([C@@H](C)CO)C[C@@H]1C	-3.0[25 µM]
CCC(=O)Nc1nnc(S(=O)(=O)N2c3ccccc3CC2C)s1 (configuration not stated)	2.8
C[C@H](O)C#Cc1ccc([C@H]2[C@H](CO)N3CCCCN(CC4CC4)C[C@@H]23)cc1	-4.4[25 µM]
COCC(=O)N1[C@H](CO)[C@@H](c2ccc(C#CCC3CCCC3)cc2)[C@@H]1C#N	-15.5[25 µM]
CCC(=O)N1CCCCN2[C@@H](CO)[C@@H](c3ccc(-c4cccc(C(=O)N(C)C)c4)cc3)[C@@H]2C1	-11.5[25 µM]
C[C@]12C=CC(=O)C=C1CCC1C3CC[C@](O)(C(=O)CO)[C@@]3(C)CC3OC312 (some centres not stated)	13.1
CCCNC(=O)[C@@H]1[C@@H](CO)[C@@H]2Cn3c(ccc(-c4cccc(F)c4)c3=O)[C@H]1N2C(=O)CC	-9.3[25 µM]
C=CCn1c(SC)nccc1=O	-10.4
O=C(C[C@@H]1C[C@@H]2c3cc(NC(=O)Cc4ccncc4)ccc3O[C@@H]2[C@H](CO)O1)NCc1ccc(-c2ccccc2)cc1	-6.9[25 µM]
O=C(COc1ccc(Cl)cc1Br)N1CCN(c2ncccn2)CC1	3.2
C[C@H]1CN([C@@H](C)CO)C(=O)c2ccccc2-c2ccccc2CO[C@@H]1CN(C)C(=O)CCC(F)(F)F	-21.0[25 µM]
COc1ccc(N2CCN(C(=O)CCCn3c(=O)c4cccn4c4cccnc43)CC2)cc1	-7.7
CO[C@@H](CN(C)C(=O)c1ccccc1F)[C@H](C)CN([C@@H](C)CO)S(=O)(=O)c1ccc(F)cc1	-3.5[25 µM]
New compounds follow
SMILES	CD40 NFkB inh
CC1CCCCN1C(=O)c1cnn2c(C(F)(F)F)cc(-c3ccco3)nc12 (configuration not stated)	4.3
Cc1cc(C(=O)COC(=O)c2ccc(O)cc2O)c(C)n1-c1ccccc1	29.6
Cc1ccc(N2C(=O)c3cccc4c(N5CCN(C)CC5)ccc(c34)C2=O)c2cccnc12	2.0
CCNC(=O)[C@@H]1[C@@H](CO)[C@@H]2Cn3c(cccc3=O)[C@H]1N2C(=O)Nc1cc(F)ccc1F	-3.1[25 µM]
CCCOC(=O)NC(CC)COC(=O)Nc1cccc(C)c1C (configuration not stated)	3.9
COc1ccc(NC(=O)N[C@@H]2CC[C@@H](CCNC(=O)CN3CCOCC3)O[C@H]2CO)cc1	2.9[25 µM]
O=C(c1ccccc1)c1sc(N2CCCCCC2)nc1-c1ccccc1	4.7
C[C@@H]1CN(C)C(=O)c2cc(NS(C)(=O)=O)ccc2O[C@H]1CN(C)S(C)(=O)=O	-0.9
COc1cc(OCc2ccccc2)c2c(CCC(=O)O)cc(=O)oc2c1	8.7
COc1ccc(S(=O)(=O)N(C)C[C@H]2OCCCC[C@H](C)Oc3ccc(NS(=O)(=O)c4ccc(Cl)cc4)cc3C(=O)N([C@@H](C)CO)C[C@H]2C)cc1	5.9
CC(O)(Cc1cccnc1)c1cccs1 (configuration not stated)	4.3
N#C[C@H]1[C@H](c2ccc(C#CC3CCCC3)cc2)[C@H](CO)N1C(=O)Cc1ccccn1	22.8[25 µM]
CC(c1ccccc1)N1C(=O)c2ccccc2C1(O)Cc1ccccc1 (configuration not stated)	24.0
Cc1csc(=O)n1CC(=O)OCC(=O)NCc1ccc(Cl)cc1Cl	16.2
C[C@@H]1CN(Cc2nc(-c3cnccn3)no2)C[C@H](C)O1	4.7

From PubChem BioAssay
